# JMJD2C inh: inhibitors of human GASC-1 (JMJD2C) demethylase; AID 2099; GST-JMJD2C(1-420) H3K9me3 demethylation, DELFIA europium; inhibition, % at 2.35 µM; actives 0.069% (n = 330,000); Q9H3R0;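 active = more than half of a compound's replicate wells show inhibition beyond 50%, single wells judged on their own value; inconclusive = some, but no more than half, of replicates pass 50% inhibition; inactive = no replicate passes 50% inhibition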;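 note: signal counts dimethyl H3K9 product captured on neutravidin plate; 0% = median of DMSO wells and 100% = 0.3 times that DMSO median; strong numbers were not always called active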
# Target sequence (Q9H3R0 1-420 limits assumed): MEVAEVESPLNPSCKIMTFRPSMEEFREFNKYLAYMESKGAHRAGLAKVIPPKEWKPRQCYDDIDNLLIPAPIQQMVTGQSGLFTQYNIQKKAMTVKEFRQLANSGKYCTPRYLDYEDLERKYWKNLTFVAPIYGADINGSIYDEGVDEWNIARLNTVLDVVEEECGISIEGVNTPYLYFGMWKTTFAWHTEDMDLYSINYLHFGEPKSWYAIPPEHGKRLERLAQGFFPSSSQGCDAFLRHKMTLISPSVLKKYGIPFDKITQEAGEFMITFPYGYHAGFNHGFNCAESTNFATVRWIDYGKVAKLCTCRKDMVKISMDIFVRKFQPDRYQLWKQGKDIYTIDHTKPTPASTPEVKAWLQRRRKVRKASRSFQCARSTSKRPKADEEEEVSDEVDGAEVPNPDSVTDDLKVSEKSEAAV
# proCasp7 act: counter-screen: procaspase-7 (human) activation. actives 0.093% (n = 330,000). AID 463210. P55210. activation, % at 8.5 µM. recombinant procaspase-7, Ac-DEVD-pNA absorbance 405 nm; D23A/D198A/D206A triple mutant, cannot self-cleave; scale: DMSO 0, 5 µM enzyme 100;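 active = percent activation above the screen-wide mean plus 3 SD, cut at about 25% in these data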
#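 Assay system – Uncleavable procaspase-7 mutant enzyme · Quantity – 2 µM procaspase-7 mutant as dispensed · Times – 1 h preincubation, 2 h reaction · Dosing – single nominal 8.5 µM compound dose, 0.8% DMSO final · Buffer or medium – Zinc-free 50 mM HEPES buffer, pH 7.4, with NaCl and Triton X-100 · Detection – Epi-absorbance of released pNA at 405 nm, two timepoints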
# PP5 primary: blocks human protein phosphatase 5 activity. actives 0.18% (n = 320,000). purified PP5c, OMFP substrate fluorescence. P53041. inhibition, % at 6.7 µM;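 active = inhibition above the campaign's mean inhibition across all tested compounds plus 3 SD, cut at about 9.5% in these data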;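 note: 0% = DMSO only and 100% = 100 µM cantharidin control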
# procasp3 activ: activators of human procaspase-3 | recombinant procaspase-3 D3A, Ac-DEVD-pNA absorbance 405 nm | actives 0.11% (n = 330,000) | activation, % at 8.5 µM | P42574;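 active = activation above the mean of all tested compounds plus 3 SD, cut at about 21% in these data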;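 note: 0% = DMSO alone and 100% = DMSO wells spiked with extra 5 µM PC-3 D3A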
# Target sequence (P42574 whole entry D9A/D28A/D175A): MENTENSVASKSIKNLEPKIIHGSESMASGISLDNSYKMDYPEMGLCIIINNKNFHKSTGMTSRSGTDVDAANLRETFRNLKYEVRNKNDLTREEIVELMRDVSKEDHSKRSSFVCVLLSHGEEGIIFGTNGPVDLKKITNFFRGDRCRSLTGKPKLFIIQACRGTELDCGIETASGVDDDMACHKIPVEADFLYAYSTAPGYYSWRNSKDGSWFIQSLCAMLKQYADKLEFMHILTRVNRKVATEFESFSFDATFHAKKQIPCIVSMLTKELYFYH
#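 Assay system: Procaspase-3 D3A mutant, all three cleavage aspartates alanine. Buffer or medium: Zinc-free HEPES saline buffer with Triton X-100. Times: 1 h compound preincubation, 2 h substrate hydrolysis at 25 °C. Measured by: 405 nm absorbance of p-nitroaniline, reads at 0 and 120 min. Read-out basis: percent activation relative to control range. Replicates: singlicate.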
# Efflux pump inh: antifungal efflux pump inhibition, Nile Red retention | S. cerevisiae Candida pump triplex | actives 0.44% (n = 330,000) | AID 485275 | inhibition, % at 10 µM;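 active = plate passing quality check with inhibition over a set limit, or well fluorescence over plate mean plus 4 SD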;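 note: Nile Red retained in pooled yeast measured as flow cytometry median fluorescence; 0% = buffer negative control and 100% = Enniatin B positive control; higher means more Nile Red kept so more efflux inhibition; some compounds called inactive have numbers as strong as hits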
# core dimer inh: blocks dimerization of HCV core protein; TR-FRET GST/Flag-core106 dimerization, 1536-well; inhibition, % at 5 µM; actives 0.33% (n = 300,000); AID 1899;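 active = inhibition above the mean of all tested compounds plus 3 SD, set per screening campaign, cut at about 45% in these data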
#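 test system = GST/Flag-tagged HCV core106 proteins | probe or stimulus = Eu donor and XL665 acceptor anti-tag antibodies | times = compound-protein-antibody incubation 4 h at 22.5 °C | signal = TR-FRET, excitation 340 nm, emission 617 and 671 nm | measure = percent inhibition of core106 dimerization signal | controls = wells lacking GST-core106 and wells with excess unlabelled core106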
# CTSL1 counter: counter-screen for PFM18AAP inhibitors: inhibitors of F. hepatica cathepsin L1. recombinant F. hepatica cathepsin L1, Z-Leu-Arg-MCA fluorescence. inhibition, % at 5.96 µM. actives 0.49% (n = 300,000);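 active = inhibition above the mean of all tested compounds plus 3 SD, set per screening campaign, cut at about 17% in these data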;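 note: 0% = plate median of test compound wells and 100% = 1 µM Z-Phe-Ala-diazomethylketone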
# PP1 counter: PP1-alpha (human) inhibition in PP5 counter-screen. AID 2235. actives 0.9% (n = 320,000). purified PP1alpha, OMFP fluorescence. inhibition, % at 6.7 µM;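 active = inhibition above the mean inhibition of all tested compounds plus 3 SD, computed separately for each screening campaign, cut at about 15% in these data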
# Target sequence (P62136 whole entry, looked up): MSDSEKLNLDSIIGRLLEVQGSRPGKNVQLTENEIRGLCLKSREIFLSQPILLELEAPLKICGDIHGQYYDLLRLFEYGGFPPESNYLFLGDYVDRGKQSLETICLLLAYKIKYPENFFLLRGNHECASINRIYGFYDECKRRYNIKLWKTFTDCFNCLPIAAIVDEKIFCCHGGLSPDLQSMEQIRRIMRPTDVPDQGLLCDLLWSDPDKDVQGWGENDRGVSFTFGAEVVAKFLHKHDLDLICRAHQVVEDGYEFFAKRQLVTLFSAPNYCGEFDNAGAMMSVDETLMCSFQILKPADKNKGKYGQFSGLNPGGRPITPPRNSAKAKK
# TPT1 inh: blocks Candida albicans tRNA 2'-phosphotransferase; recombinant caTPT1, FP RNA substrate dephosphorylation; inhibition, % at 5 µM; actives 0.81% (n = 300,000);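 active = inhibition above the mean of all tested compounds plus 3 SD, set per screening campaign, cut at about 24% in these data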;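 note: plate controls were DMSO alone for no effect and ferristatin control at 100 nM for full effect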
# * marks the source's active call; other numbers are inactive results; ? = inconclusive; / = no result given; & = joins results of further samples. This is a random part of the collection. Share with any hit: about 2.9%.
SMILES,JMJD2C inh,proCasp7 act,PP5 primary,procasp3 activ,Efflux pump inh,core dimer inh,CTSL1 counter,PP1 counter,TPT1 inh
COCCNC(=O)CCCn1c(=O)c2cc(OC)c(OC)cc2n(CC(=O)Nc2ccc(F)cc2)c1=O,1,4,-3.4,-4,0.0,3,0,-1,6
CN(CC1CCCN(CCc2ccc(F)cc2)C1)C(=O)CCC(F)(F)F (stereo unspecified),2,-9,2.4,7,-0.1,-6,1,0,-5
C/C(CCC(C)C)=N\NC(=S)Nc1cc(S(=O)(=O)N2CCOCC2)ccc1N1CCOCC1,6,-14,0.2,-2,-0.3,12,2,1,-3
CNC[C@@H]1Oc2c(NC(=O)Nc3ccc(F)cc3)cccc2C(=O)N([C@H](C)CO)C[C@@H]1C,-25,13,/,3,-0.2,/,/,/,/
CCOC(=O)C1CCN(c2ccc([N+](=O)[O-])cc2)CC1,5,3,1.8,-4,0.2,-4,-1,4,0
Cc1ccc(S(=O)(=O)N2CCCCC2)cc1NC(=O)CCc1nc2ccccc2c(=O)[nH]1,-3,-6,0.2,2,-0.1,6,-6,-6,8
COc1ccc(CCN2CNc3c(c(=O)n(C)c(=O)n3C)C2)cc1,112,-11,-0.2,7,0.0,-5,-3,2,-6
CC(C)C(OC(=O)c1cc2occc2n1C)C(=O)NCc1ccc2c(c1)OCO2 (stereo unspecified),-6,-14,5.0,0,0.0,-1,2,1,0
FC(F)(F)C1=CC(c2ccc(Br)cc2)=NCCN1,-2,-2,1.5,-3,-0.1,-7,0,-1,-4
O=C(Nc1cccc(Cl)c1)c1cc(S(=O)(=O)N2CCOCC2)cs1,10,7,3.5,7,4.3,-3,0,-2,-2
Cc1ccc(Nc2nc(N)nc(CN3CCN(Cc4ccc5c(c4)OCO5)CC3)n2)cc1,-21&0,1,2.4,2,0.1,-8,-3,-3,-2
CCOc1ccc(CCNC(=O)COC(=O)c2c(OC)cccc2OC)cc1OCC,-3,6,-0.1,0,0.1,4,-3,1,1
CC1(C)CC(N2CCN(CCO)CC2)=CC(=S)N1,-2,6,3.6,4,0.1,-5,7,-4,2
O=C(N/C(=C\c1ccc([N+](=O)[O-])cc1)C(=O)N1CCCCC1)c1ccccc1Br,2,-11,2.2,1,0.1,-7,2,1,-4
COc1cc(Br)c(-c2sc(Nc3ccccc3)n[n+]2-c2ccccc2)cc1OC,21,-21,3.6,-20,0.2,-45,0,-1,-4
CC(NS(=O)(=O)c1cccc(C(=O)NCc2ccncc2)c1)c1ccccc1 (stereo unspecified),6,-1,-3.2,-5,0.1,/,/,-3,/
Cc1nc(CS(=O)c2ccc(Cl)cc2)cc(N2CCOCC2)n1 (stereo unspecified),-1,3,-0.1,1,0.0,4,-1,0,-6
COc1cccc(CNC(=O)CCNS(=O)(=O)c2ccc(Br)s2)c1,-8,13,1.4,14,0.0,-6,1,-2,-3
CCC(=O)Nc1nnc(S(=O)(=O)N(C)Cc2ccco2)s1,-4,0,-0.6,5,0.0,11,-1,-4,-2
Cc1ccc(C)c(-n2c(-c3ccc4c(c3)OCO4)n[nH]c2=S)c1,-24,-24,7.9,-18,0.0,-2,-1,-3,-3
COC(=O)c1c(N)sc(C(=O)N2CCOCC2)c1C,8,8,-1.2,-6,0.2,-1,3,-4,-2
CCOc1ccc(C2/C(=C(\O)c3c(C)[nH]c(C(=O)OC)c3C)C(=O)C(=O)N2CCN(C)C)cc1 (stereo unspecified),?,1,0.3,-3,0.5,-4,-3,-5,3
CCOC(=O)c1nnn(-c2nonc2-n2cccc2)c1CCl,1,2,1.9,6,-0.1,9,0,2,2
O=C(COC(=O)CCN1C(=O)C2CC=CCC2C1=O)NCCc1ccc(F)cc1 (stereo unspecified),1,-4,-0.8,-6,0.0,/,/,-3,/
CCOC(=O)N1CCN(C(=O)CSc2nnc(Cn3c(=O)sc4ccccc43)n2C)CC1,-2,-2,1.0,7,0.0,3,-1,-7,-2
COc1ccc(CNc2c(C(=O)O)cnc3c2cnn3C)cc1,6,14,1.9,-3,0.1,2,-2,-4,2
N#Cc1nc(-c2ccc(Cl)cc2)oc1NCC1CCCO1 (stereo unspecified),-1,6,-0.1,0,-0.1,-2,4,-2,-2
COc1ccc2cc(/C=N/O)c(Cl)nc2c1,5,6,2.2,1,-0.1,0,2,-3,-1
COc1cc(C(=S)N2CCCC2)cc(OC)c1OC,14,-4,0.6,-5,0.3,-15,-2,1,0
Cc1cc(C(=O)CSc2nc3ccccc3[nH]2)c(C)n1CC1CCCO1 (stereo unspecified),-10,-6,-1.2,1,-0.2,2,2,2,-4
O=C(NCCCN1CCOCC1)c1c(F)cccc1F,-32,-3,0.9,2,0.0,0,0,-3,-3
O=C1NN(c2ccccc2)C(=O)/C1=C/c1coc2ccccc2c1=O,5,-4,1.1,-7,0.3,7,4,0,5
O=c1c2ccccc2sc2ccc(NCCCN3CCOCC3)cc12,8,-8,-1.2,-4,0.0,-40,3,0,10
CN(C(=O)Cn1nc(C(=O)O)c2ccccc2c1=O)c1ccccc1,-4,0,0.3,6,0.0,-3,-2,-1,-1
COC(=O)C1NN=C(C(=O)c2ccc(Cl)cc2)C1c1ccc(OC)cc1 (stereo unspecified),8,4,2.9,0,-0.1,12,-1,-5,-5
CN(C(=O)CSc1ncccc1C(=O)O)c1ccccc1,2,-4,-3.0,1,0.0,2,4,-1,3
Cc1ccccc1C(=O)NC1CCN(CC(=O)NCc2cccs2)CC1,0,1,-1.0,4,-0.1,0,-2,-6,-1
COc1cc2c(cc1OC)C(=O)N1[C@H]3c4cc(C)ccc4OC[C@@H]3[C@H](c3ccccc3)[C@]1(C)C(=O)N2,39,8,/,-6,-0.2,/,/,/,/
O=C(c1ccco1)N1CCN(C(c2ccc(Cl)cc2)c2nnnn2CC2CCCO2)CC1 (stereo unspecified),-15&8,-1,1.5,-9,0.0,-13,0,4,7
O=C(Nc1ccccc1F)C1CCCN(S(=O)(=O)c2ccc(-n3cnnn3)cc2)C1 (stereo unspecified),-11,-6,1.2,2,0.0,-10,3,3,-1

# Entries of single compounds, looked up by structure. Order of screens: JMJD2C inh, proCasp7 act, PP5 primary, procasp3 activ, Efflux pump inh, core dimer inh, CTSL1 counter, PP1 counter, TPT1 inh
# CCOC(=O)C1CCN(c2ccc([N+](=O)[O-])cc2)CC1 across the screens: 5, 3, 1.8, -4, 0.2, -4, -1, 4, 0
# COC(=O)C1NN=C(C(=O)c2ccc(Cl)cc2)C1c1ccc(OC)cc1 (stereo unspecified) across the screens: 8, 4, 2.9, 0, -0.1, 12, -1, -5, -5

# Continued.
SMILES,JMJD2C inh,proCasp7 act,PP5 primary,procasp3 activ,Efflux pump inh,core dimer inh,CTSL1 counter,PP1 counter,TPT1 inh
COc1ccc(CN2C(=O)c3cccnc3C2=O)cc1S(=O)(=O)N(C)Cc1ccco1,-6,3,-3.4,-7,0.6,-1,-6,-2,2
CCCCSc1nnc(CSc2nc3nc(C)cc(C)n3n2)o1,-1,2,1.4,14,0.0,0,0,-3,1
CCn1c(C)cc(/C=C2/SC(=O)N(C(C)C(=O)OC)C2=O)c1C (stereo unspecified),-2,-3,-0.9,0,-0.1,2,-1,2,3
Cc1ccc(-n2ncc3c(=O)[nH]c(SC(C)C)nc32)cc1,11,-2,0.7,9,0.1,4,3,5,-6
CC/C(C)=N/Nc1cccc([N+](=O)[O-])c1,1,8,3.7,4,0.1,12,1,4,-1
O=C(CSc1nc2ccc([N+](=O)[O-])cc2[nH]1)c1ccc(Cl)cc1,3,0,-1.0,-9,-0.1,-3,5,-1,-2
CCOC(=O)c1c(NC(=O)CSc2nnc(-c3c[nH]c4ccccc34)n2CCOC)sc2c1CCCCC2,-2,3,3.8,-2,0.0,27,-1,4,0
O=C(c1ccc(-n2cccn2)cc1)N1CCN(c2ncccc2C(F)(F)F)CC1,0,-4,1.1,12,0.5,6,-1,-2,1
Cc1cccc(C)c1NC(=O)NN(C(=O)c1ccccc1)C(C)(C)C,0,1,0.0,8,0.1,-1,-2,2,5
COc1cccc(C2=Nc3cccc4cccc(c34)N2)c1,1,-13,3.7,-10,0.0,-44,2,17*,-2
CCc1cc(=O)[nH]c(SCc2cccc3ccccc23)n1,3,-2,1.6,0,0.2,2,-1,1,0
CCOc1ccc(CSC(=N)N)cc1Cl,-3,12,3.6,-15,0.0,2,0,-1,2
CCOC(=O)c1ccc(NC(=S)N(CCN2CCCCCC2)Cc2cccs2)cc1,4,-4,1.2,1,0.0,-6,-2,0,-3
N#CCCn1cc(C(N)=O)c(-c2cccs2)n1,-1,4,0.2,-4,0.1,5,2,-2,1
CC(NS(=O)(=O)c1ccc(OCC(=O)N2CCCC2)cc1)c1ccccc1 (stereo unspecified),8,4,-0.2,-1,0.4,-4,2,-3,1
COc1ccc(CCNC(=O)c2ccc3nc(N4CCOCC4)sc3c2)cc1OC,4,-7,0.5,-2,0.5,-17,0,1,1
Cc1ccc(/C=C/C(=O)Nc2cccc3ncccc23)o1,9,-10,0.3,-5,0.1,-6,15,-2,0
O=C(CNC(=O)c1ccccc1F)OCn1nnc2ccccc2c1=O,2,8,-2.5,3,0.2,/,/,-4,/
COc1ccc(-c2nc(N3CCN(C)CC3)sc2-c2ccc(OC)cc2)cc1,-6,-1,1.6,9,0.3,-12,-2,5,-6
O=C(Nc1ccccc1)c1ccc2c(c1)OCO2,-8,5,-1.5,11,-0.1,3,0,-3,0
Cc1cccc(NC(=O)C2CCN(S(=O)(=O)c3ccc4c(c3)NC(=O)CO4)CC2)c1,2,0,-0.1,8,-0.2,-6,2,-1,-3
N#CCSc1nc(N)c(C#N)c(C2CCCCC2)c1C#N,-2,10,4.9,5,-0.1,1,5,2,5
Cc1[nH]c2ccccc2c1C(=O)CSc1nc2ccccc2[nH]1,-5,2,3.3,2,0.0,2,-4,0,-5
O=C(CSc1ccccn1)N/N=C/c1c[nH]c2ccccc12,10,-2,-1.0,7,0.0,-2,1,-1,0
CCCCn1c(=O)[nH]c(=O)c2c1nc(-c1cc3c(cc1Br)OCO3)n2C,14,-6,-0.8,4,0.0,8,-1,-2,0
O=C(Nc1ccc(O)cc1)C1CC=CCC1 (stereo unspecified),14,0,0.8,8,0.0,13,1,2,1
CC(=O)N1CCN(C(=O)CCCNC(=O)c2ccc(Cl)cc2)CC1,-18,1,4.3,-9,0.6,6,-1,1,0
O=C(Nc1ccc(N2CCN(C(=O)c3ccc(Cl)cc3)CC2)cc1)c1ccc(Br)o1,-6&7,13,4.7,-1,0.0,7,0,5,-1
Cc1occc1C(=O)N/N=C/c1ccc2c(c1)OCO2,3,5,-2.7,0,-0.1,4,2,-1,3
